Compound activity: PubChem, National Center for Advancing Translational Sciences (NCATS)
USP2a block: USP2a (human) protease inhibition; USP2 core, Ub-CHOP2 coupled fluorogenic reporter, 485/531; O75604; AID 463254; Potency, µM (titrated, usually from 38.3 µM), for inactives: top-dose activity change, negative = inhibition, actives largely listed as inhibitors; actives 0.01% (n = 330,000);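 further: potency means the concentration at half of the fitted maximal effect; plate controls were DMSO wells for no effect and full inhibition by NEM control for full effect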
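Cell-free coupled assay: 10nM USP2 core preincubated 30min RT with compound in Tris-HCl pH 8.0/CaCl2/CHAPS buffer, then 25nM Ub-CHOP2 and 25nM reporter substrate; fluorescence (Ex 485/Em 531) read after 60min RT, normalized to NEM inhibition, concentration-response curves fitted.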
KCNH2 WT inh: KCNH2 (human, wildtype) channel inhibition; Q12809; U2OS, BacMam KCNH2, thallium flux FluxOr; hits give low values; activity change, % at 1.84 µM; actives 0.37% (n = 340,000); AID 720551;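 active means maximum activity change below -70%; inconclusive means maximum activity change between -70% and -50%; inactive means maximum activity change above -50%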; further: on the % scale 0 is the no-effect control and ±100 the full control effect
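U2OS cells were transduced with wild-type KCNH2 virus (2.03 x 10^8 / mL) for 4 h at room temperature, then cultured overnight at 37 C. Thallium flux was read with FluxOr dye. Rate constants were normalized to DMSO controls.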
TRPV1 agonist: activates the human vanilloid receptor TRPV1; activation, % at 8.33 µM; actives 0.19% (n = 320,000); TRPV1-expressing cells, Fluo-8 calcium influx, agonist mode; Q8NER1; in the data active means activation above about 80%; inconclusive means between about 30% and that limit; further: 0% is about no effect
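Cells expressing TRPV1 were dye-loaded with Fluo-8 and read kinetically: 10 s baseline, 3 min after compound (agonist portion), then 2 min after EC20 capsaicin (allosteric enhancer portion). Calcium-bound dye fluorescence at 480/520 nm.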
Eya2 inh: inhibitors of human Eya2 phosphatase activity | O00167 | recombinant Eya2, OMFP fluorescence dephosphorylation (OMFP is methylfluorescein phosphate) | Potency, µM (titrated, usually from 76.9 µM), inactives show top-dose activity, negative = inhibition, usual class: inhibitors | actives 0.006% (n = 330,000) | AID 488837; further: potency means the concentration at half of the fitted maximal effect; on the % scale 0 is the no-effect control and ±100 the full control effect
Target sequence (O00167 whole entry, looked up): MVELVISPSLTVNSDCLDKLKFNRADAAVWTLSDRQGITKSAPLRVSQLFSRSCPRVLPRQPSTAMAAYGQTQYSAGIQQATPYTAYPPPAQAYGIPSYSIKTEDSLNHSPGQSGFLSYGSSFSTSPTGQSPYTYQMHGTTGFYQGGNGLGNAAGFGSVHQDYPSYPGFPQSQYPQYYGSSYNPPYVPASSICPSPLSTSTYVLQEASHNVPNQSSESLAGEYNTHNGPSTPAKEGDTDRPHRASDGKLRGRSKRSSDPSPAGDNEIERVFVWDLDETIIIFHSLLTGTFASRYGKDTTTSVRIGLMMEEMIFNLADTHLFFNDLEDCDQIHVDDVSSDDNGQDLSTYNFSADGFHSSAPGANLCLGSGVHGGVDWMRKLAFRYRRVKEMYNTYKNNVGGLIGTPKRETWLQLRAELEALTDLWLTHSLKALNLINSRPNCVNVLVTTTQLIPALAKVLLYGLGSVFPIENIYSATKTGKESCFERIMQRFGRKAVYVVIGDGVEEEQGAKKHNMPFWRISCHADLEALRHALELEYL
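Eya2 (0.2 uM) preincubated 10 min at ambient with compound, then OMFP substrate added at 50 uM; 10 min reaction in 50 mM HEPES pH 7.5, 50 mM NaCl, 5 uM MgCl2, 0.05% BSA, 1 mM DTT. Fluorescence read at Ex 485/Em 525 nm.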
TSHR antag: human thyrotropin receptor antagonism; TSHR-expressing cells, TSH-stimulated cAMP HTRF, 2 h; hits give low values; activity change, negative = inhibition, % at 11.5 µM; actives 0.2% (n = 330,000); AID 504810;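 active means activity change below a set negative limit, meaning inhibition stronger than a set level, cut at about -70% in these data; inconclusive means activity change between two set negative limits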; further: on the % scale 0 is the no-effect control and ±100 the full control effect
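TSHR-expressing cells were treated with compounds, then stimulated with TSH at EC80 (4nM final) for 2 hours at 37 deg C. Cellular cAMP was measured by HTRF competition between lysate cAMP and cAMP-d2 for a cryptate-labelled anti-cAMP antibody.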
KCNH2 3.1 inh: blocks the human KCNH2 3.1 channel isoform | U2OS KCNH2 3.1, thallium flux FluxOr; hits give low values | activity change, % (tested at about 1.8 µM) | actives 0.95% (n = 340,000);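 active means maximum activity change below -70%; inconclusive means maximum activity change from -70% to -50%; inactive means maximum activity change above -50%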;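 further: thallium influx rate constant from kinetic fluorescence after stimulation buffer; on the % scale 0 is the no-effect control and ±100 the full control effect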
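Kinetic fluorescence (2 min after stimulation buffer) measures Tl+ influx through KCNH2 3.1 expressed by viral transduction in U2OS cells; the rate constant is normalized against DMSO controls serving as positive and negative references.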
A-T KAP1 phos: candidate therapy for ataxia-telangiectasia. Potency, µM (series often up to 57.5 µM), for inactives: at the highest dose activation, actives largely listed as activators. actives 0.19% (n = 320,000). […] A-T fibroblasts, KAP-1 phosphorylation AlphaLISA; neocarzinostatin DNA damage 30 min before lysis. AID 485349; further: potency means the concentration at half of the fitted maximal effect; % of control where 0% means no effect; nearly all actives have a fitted effect of over 45% in size
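hTERT-immortalized A-T patient fibroblasts ([…]), 500 cells/well in OPTI-MEM, 1% FBS, got compounds for 60 min, then NCS for 30 min at 37C. Lysates were then assayed for phospho-KAP-1 by AlphaLISA (anti-pKAP1 donor, anti-KAP1 acceptor beads), 6 hr at 25C.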
Mito fusion act: blocks mitochondrial division or promotes mitochondrial fusion. S. cerevisiae fusion-defective mutant growth rescue, CellTiterGlo 48 h. Potency, µM (titrated, usually from 46.1 µM), without a hit: top-dose growth rescue (activation), actives largely listed as activators. actives 0.23% (n = 320,000). AID 485298;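 further: potency means the concentration at half of the fitted maximal effect; % of control where 0% means no effect; nearly all actives have a fitted effect of over 45% in size; temperature-sensitive fusion mutants such as fzo1-1 at 37 °C on non-fermentable ethanol glycerol medium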
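Read-out: ATP-based luminescence (CellTiterGlo, 10 min ambient) reporting growth of fusion-defective ts yeast after 48 hours at 37C on glycerol/ethanol YPEG medium in the presence of compound.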
ELG1 repair inh: inhibitors of ELG1-dependent DNA repair in HEK293T cells. HEK293T ELG1-luciferase reporter, luminescence, 16 h; DNA damage induced by 5-fluorouridine. Potency, µM (top dose mostly 46.1 µM), for the others: at the top dose activity change, negative = inhibition, usual class: inhibitors. actives 2.3% (n = 330,000). AID 504467; further: potency means the concentration at half of the fitted maximal effect; on the % scale 0 is the no-effect control and ±100 the full control effect; nearly all actives have a fitted effect of over 55% in size
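Cells (2,000 per well) received 5-fluorouridine plus test compound or DMSO and were incubated 16 hr at 37 °C, 5% CO2. Luciferase activity was read by luminescence 30 min after ONE-Glo addition; signal suppression marked inhibition of damage-induced ELG1 function.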
TCR activator: T cell receptor activation. primary human leukocytes, anti-CD3, IL-2 HTRF, 48 h. Potency, µM (titrated, usually from 9.22 µM), for inactives: top-dose activation of IL-2 secretion, hits mostly activators. 330,000 tested, under 10 active. AID 504894; further: % of control where 0% means no effect
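TCR engagement came from a-CD3 beads alone, with compounds added to primary human leukocytes for 48 hr. Secreted IL-2 bridged europium cryptate- and d2-labelled anti-IL-2 antibodies, giving FRET emission at 665nm after 320nm excitation.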
Starred values were filed as active, the others as inactive; ? = inconclusive; . = not tested or not shown; [ ] = remark or other dose. Unless noted, the call rests on the fitted dose curve; in most records, active means well fitted curve in the direction sought with a large enough effect; inconclusive means small, poorly fitted or top-dose-only effect, or another doubt; inactive means no such curve, though single readings can be large; an effect the other way counts as inactive or inconclusive.

SMILES | USP2a block | KCNH2 WT inh | TRPV1 agonist | Eya2 inh | TSHR antag | KCNH2 3.1 inh | A-T KAP1 phos | Mito fusion act | ELG1 repair inh | TCR activator
COCCn1c(SCC(=O)N(C)C2CCS(=O)(=O)C2)nc2ccccc2c1=O (centres undefined) | 0% | -6 | 0 | -6% | -2 | -5 | 2% | 5% | 7% | -3%
Nn1c(SCC(=O)N2CCN(S(=O)(=O)c3ccc(Cl)cc3)CC2)nnc1-c1cccs1 | 0% | 9 | -2 | -1% | 3 | -2 | 0% | -1% | -27% | 13%
N#Cc1c(NC(=O)CSc2nnc(-c3ccccc3O)n2-c2ccccc2)sc2c1CCCC2 | 0% | -2 | 2 | -3% | 9 | -4 | -7% | 2% | 6% | 3%
COC(=O)COc1cccc(NC(=O)c2cc(OC)cc(OC)c2)c1 | 8% | 1 | 0 | -15% | -10 | 2 | 0% | 0% | 3% | -9%
CCOC(=O)c1cnn2c(C(F)(F)F)cc(-c3ccccc3)nc12 | -2% | -8 | 10 | -3% | -4 | 1 | 6% | 14% | ? | 1%
O=C(NC1CCCCC1)c1ccc(S(=O)(=O)NCc2cccnc2)cc1 | 0% | 0 | -1 | 7% | -8 | 7 | 13% | -3% | ? | 5%
CCc1sc(C(=O)NCc2ccco2)cc1Br | -1% | 3 | -2 | -11% | 25 | -4 | -5% | -4% | 4% | -7%
COc1ccccc1CNc1ncnc2cc(Cl)ccc12 | 3% | 12 | 6 | -7% | -12 | 5 | -3% | 1% | -8% | -5%
CCOc1ccccc1/C=C(/NC(=O)c1ccccc1)C(=O)NC(C)c1ccccc1 (centres undefined) | 3% | -16 | 24 | -2% | 5 | 15 | -3% | 12% | -9% | -6%[46.1 µM]
O=C(c1cccc(-n2cnnn2)c1)N1CCOCC1 | . | 2 | 2 | . | . | -3 | . | -5% | . | -2%
COc1cc(C(=O)OCC(=O)Nc2c(F)cccc2F)cc(OC)c1C | 0% | 0 | -2 | -2% | -5 | 23 | -3% | -1% | 19% | 10%
Cc1cccc(NC(=O)CSCC(=O)Nc2ccc(S(=O)(=O)N3CCOCC3)cc2)c1 | -2% | 0 | 1 | -3% | 8 | -23 | 1% | -5% | 3% | 5%
Cc1cc(C)cc(NC(=O)CSc2nnc(-c3ccccc3C)o2)c1 | -9% | -2 | -3 | 2% | 8 | 23 | 10% | 18% | 2% | 3%
COc1ccc(N2CCN(C(=O)c3cccc(Cn4cc(Cl)cn4)c3)CC2)cc1 | . | -3 | -1 | . | . | -5 | . | 0% | . | .
CCOC(=O)c1ccc(Nc2cc(C)nc(-c3ccccc3O)n2)cc1 | -1% | -5 | 1 | 6% | -1 | -20 | 2% | 11% | ? | 4%
Cc1cc(C(=O)Nc2nnc(C(F)(F)F)s2)no1 | 1% | 13 | -1 | 1% | -10 | -1 | 6% | 22% | ? | -5%
COc1ccc(N(CC(=O)NCCSCc2ccco2)S(=O)(=O)c2ccccc2)cc1Cl | 0% | -2 | 4 | 2% | 6 | -14 | 4% | -3% | -26% | 1%
COc1ccc(N(C(=O)Cn2nnc(-c3ccc(F)cc3)n2)C(C)C(=O)NC2CCCC2)cc1OC (centres undefined) | -4% | 9 | 2 | -3% | 6 | 8 | 11% | 2% | -10% | -3%
C=CCOC(=O)/C(=C\C=C\c1ccccc1)NC(=O)c1ccccc1 | 0% | 18 | 15 | 15% | -6 | -12 | 5% | 15% | ? | 16%[46.1 µM]
CCNc1nc(N)c(C(=O)c2ccc(Cl)s2)s1 | 0% | 4 | 13 | -16% | -1 | . | -4% | 1% | ? | 4%
CC(C)(C)c1ccc(O)c(/C=N\O)c1 | 3% | 2 | -1 | 8% | -6 | 2 | 3% | 2% | ? | -6%
COc1ccc(N2C(=O)c3cccc4cc(Br)cc(c34)C2=O)cc1 | 2% | -11 | 1 | -2% | -5 | 10 | -1% | 1% | -2% | -5%
Cc1ccc2c(c1)C(C)CC(C)(C)N2C(=O)NC1CCCCC1 (centres undefined) | -1% | -1 | -1 | 0% | 4 | 1 | 9% | 4% | ? | 4%
CC(CCc1ccccc1)NS(=O)(=O)c1ccc(Cl)c(C(=O)O)c1 (centres undefined) | 1% | 7 | -2 | 10% | -3 | -4 | 4% | 2% | 16% | -15%
CCn1cc(CN2CCN(Cc3cccc(OC)c3)C(CCO)C2)c(C)n1 (centres undefined) | 2% | . | 0 | 8% | 4 | -8 | -3% | 0% | -10% | 2%
COc1ccc(NS(=O)(=O)c2ccc(NC(=O)CCNS(=O)(=O)c3ccc(C)cc3)cc2)cc1 | -1% | -1 | -1 | -3% | 0 | 4 | 5% | 0% | 1% | 0%[46.1 µM]
CN(Cc1ccccc1)C(=O)COC(=O)COc1ccc(Cl)cc1 | 1% | 11 | . | -9% | -13 | 16 | 1% | . | 6% | -1%
O=C1c2cccnc2C(O)N1Cc1ccc(F)cc1 (centres undefined) | -2% | 32 | -1 | 3% | 16 | -7 | 1% | 3% | 15% | -3%[46.1 µM]
CCN(CC)c1ccc(C2C3CCCCC3(O)CCN2C(=O)c2cccs2)cc1 (centres undefined) | -1% | 3 | ? | -6% | -6 | 10 | -1% | 3% | 11% | -2%[46.1 µM]
CCOc1ccc2nc(NC(=O)Cn3[nH]c(=O)c4ccccc4c3=O)sc2c1 | 8% | 1 | 1 | 9% | 15 | -7 | -3% | 3% | ? | 0%
CCOc1ccc(C(=S)N2CCCC2)cc1OC | 0% | -4 | 2 | 0% | 6 | 6 | -3% | 0% | 10% | 4%[46.1 µM]
O=S(=O)(c1ccccc1)c1cnc2ccccc2c1 | 3% | 7 | ? | -2% | -7 | 8 | 7% | 8% | 4% | -7%
COc1ccc(-n2nc3c(c2NC(C)=O)CS(=O)(=O)C3)cc1 | 3% | -5 | 1 | -13% | 2 | -1 | 4% | 1% | 11% | -4%
CCC(C)n1c(SCC(=O)Nc2ccccc2C(F)(F)F)nc2ccsc2c1=O (centres undefined) | -2% | 20 | 0 | 3% | -6 | -4 | . | ? | ? | -1%
CCn1cc(C2CC(=O)NC2=O)c2ccccc21 (centres undefined) | -1% | 2 | -2 | 4% | -5 | 16 | -2% | -7% | 4% | -2%
CC1(C)CC(=O)C2=C(C1)NC(=O)NC2c1ccc(Cl)cc1 (centres undefined) | -2% | 1 | 2 | -5% | -7 | -9 | -2% | -18% | ? | -4%
COc1ccc(NC(=O)Cn2nnc(C(=O)NCc3cccc(OC)c3)c2N)cc1 | 0% | 0 | . | -2% | 7 | -3 | 6% | -3% | -10% | -4%
CC1CC(=O)C2=C(C1)Nc1ccccc1N(C(=O)COc1ccccc1)C2c1ccco1 (centres undefined) | -1% | 4 | 1 | 17% | -3 | 1 | 0% | 0% | 2% | 8%
CC(=O)[C@@H]1[C@@H](C(=O)c2ccccc2)[C@]2(C(=O)Nc3ccccc32)[C@H]2C=Cc3cc(F)ccc3N12 | -2% | -4 | 2 | -7% | 7 | -7 | 12% | 4% | 0% | -1%[46.1 µM]
CC(NC(=O)Nc1ccccc1)C(c1cccs1)N1CCN(C)CC1 (centres undefined) | 2% | 27 | -2 | 11% | -2 | -1 | -3% | -5% | -9% | 1%
Cc1cccc(-c2nc(NCCCN(C)C)c3ccccc3n2)c1 | 1% | 13 | 3 | 0% | -1 | -15 | 9% | -1% | 18% | 0%
CC(=O)c1cccc(NC(=O)CNC(=O)Cc2cccc3ccccc23)c1 | 1% | -1 | . | -2% | -9 | -4 | -2% | . | ? | -4%[46.1 µM]
CCOC(=O)C1CCN(Cc2c(F)cccc2Cl)CC1 | 0% | 2 | -1 | 11% | 4 | 3 | 2% | 1% | 12% | .
O=C(N/C(=C\c1ccccc1)C(=O)N1CCCCC1)c1ccco1 | -1% | -10 | 1 | -10% | 9 | 8 | 1% | -1% | -2% | 5%
O=C(NCc1n[nH]c(=S)n1-c1ccc(F)cc1)c1ccco1 | 1% | 12 | -6 | -4% | 1 | 1 | . | 0% | 6% | .
CC1CCCCN1C(=O)COC(=O)c1n[nH]c2ccccc12 (centres undefined) | -1% | -8 | 1 | 0% | -9 | -2 | . | -5% | ? | 5%
CCn1c(=O)c(C(=O)CN2CC(C)OC(C)C2)c(N)n(Cc2ccccc2)c1=O (centres undefined) | 2% | 9 | -4 | -20% | 5 | 3 | 3% | 3% | 2% | 6%
Cc1ccc2oc(C(=O)N(C)CCC(O)c3ccccc3)c(C)c2c1 (centres undefined) | 1% | -4 | 1 | 4% | 2 | -2 | 4% | 6% | 15% | -15%

Only part of the results is shown, so the mix of outcomes need not match the whole.
